Cycloheximide cs = affects cycloheximide protein synthesis inhibition readout, counter-screen. 300,000 compounds, 12% hits. cell reporter, cycloheximide protein synthesis inhibition counterscreen. max response, %; in the data active = max response mostly above about 13%, no sharp cut-off; inactive = mostly below about 14%; also: read at 38.3 µM for the half of the compounds with a filed dose; 0% is about no effect
Shiga inhibitor = Shiga toxin inhibition | Vero cells, Shiga toxin protein synthesis inhibition reporter | inhibition, % at 38.7 µM | 290,000 compounds, 9.2% hits | AID 2315; in the data active = inhibition mostly above about 28%, no sharp cut-off; inactive = mostly below about 43%; also: 0% is about no effect
Giardia FBPA inh = blocks Giardia fructose-bisphosphate aldolase activity. purified Giardia FBPA. 290,000 compounds, 0.71% hits. A8B2U2. Potency, µM (highest dose often 59.6 µM), without a hit: at the top dose activity, negative = inhibition, usual class: inhibitors; also: potency is read from the fitted curve at half-maximal effect; % is scaled to controls: 0 for no effect and ±100 for the full control effect; nearly all actives have a fitted effect of over 55% in size
Target sequence (A8B2U2 whole entry, looked up): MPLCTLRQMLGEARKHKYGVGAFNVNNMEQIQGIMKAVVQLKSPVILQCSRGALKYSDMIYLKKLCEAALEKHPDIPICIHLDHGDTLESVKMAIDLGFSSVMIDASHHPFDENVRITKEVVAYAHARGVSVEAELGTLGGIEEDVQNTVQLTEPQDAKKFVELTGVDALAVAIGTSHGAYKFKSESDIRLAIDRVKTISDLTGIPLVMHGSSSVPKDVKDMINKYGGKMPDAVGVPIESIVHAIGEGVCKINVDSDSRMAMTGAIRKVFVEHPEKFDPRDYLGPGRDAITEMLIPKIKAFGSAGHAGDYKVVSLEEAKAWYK
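40 nM FBPA preincubated 10 min at RT with compound (up to 57.5 uM final), then substrate plus GAPDH/TPI/NAD/arsenate coupling and diaphorase/resazurin added. Fluorescence read after 20 min at RT, 525/598 nm.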
Pf growth 96h = P. falciparum growth inhibition at 96 hours | Potency, µM (top dose mostly 28.7 µM), inactives show at the highest dose activity change, negative = inhibition, actives largely listed as inhibitors | P. falciparum luciferase reporter growth, 96 h | AID 504834 | 320,000 compounds, 6.9% hits; also: potency is read from the fitted curve at half-maximal effect; % is scaled to controls: 0 for no effect and ±100 for the full control effect
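Two-generation exposure (96 h) targets delayed-death phenotype. Reporter parasites carrying integrated firefly luciferase, in red cells at 2% hematocrit and 0.05% parasitemia final, kept at 37 C, 5% CO2; luminescence loss indicates inhibition.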
Sm TGR inh = S. mansoni TGR enzyme inhibition | purified TGR, DTNB reduction, TNB absorbance 405 nm | Potency, µM (series often up to 114 µM), without a hit: top-dose activity change, negative = inhibition, usual class: inhibitors | 360,000 compounds, 3% hits; also: potency is read from the fitted curve at half-maximal effect; % is scaled to controls: 0 for no effect and ±100 for the full control effect; nearly all actives have a fitted effect of over 60% in size
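TGR 20 nM + NADPH 100 uM (dispensed conc.), cpd preinc 15 min RT; start with NADPH (500 uM addition) then DTNB (15 mM addition). Kinetic TNB absorbance, 405 nm filter. Four-parameter Hill fit across titration.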
Pf growth 48h = P. falciparum growth inhibition at 48 hours (one generation). AID 504832. P. falciparum luciferase growth in erythrocytes, 48 h. 310,000 compounds, 5.9% hits. Potency, µM (doses to about 28.7 µM), inactives show at the top dose activity change, negative = inhibition, most hits filed as inhibitors; also: potency is read from the fitted curve at half-maximal effect; % is scaled to controls: 0 for no effect and ±100 for the full control effect
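Compounds are pin-transferred into medium, infected erythrocytes (2% hematocrit, 0.1% parasitemia final) are added, and plates sit one parasite generation at 37 C in 5% CO2. Detection reagent is then added and luminescence measured.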
The depositor's hits bear a star; [ ] = remark or other dose. Unless noted, calls follow the shape of the dose curve; as a rule, active = well fitted curve in the direction sought with a large enough effect; inconclusive = small, poorly fitted or top-dose-only effect, or another doubt; inactive = no such curve, though single readings can be large; an effect the other way counts as inactive or inconclusive.

`Cc1ccc(OCc2nnc(SCC(=O)Nc3ncc(C)s3)o2)cc1` gave Cycloheximide cs 1, Shiga inhibitor 9, Giardia FBPA inh 6%, Pf growth 96h inconclusive, Sm TGR inh 16% and Pf growth 48h 3%.
Screening COc1ccccc1/C=C/CN1CCCC(CO)(CCc2ccccc2)C1 (configuration not stated) returned Cycloheximide cs -3, Giardia FBPA inh -6%, Pf growth 96h inconclusive, Sm TGR inh -8% and Pf growth 48h inconclusive.
`CN(C(=O)CSc1nnc(-c2ccc(OC(F)F)cc2)n1N)C1CCS(=O)(=O)C1` (configuration not stated) gave Pf growth 96h 9%, Sm TGR inh 0% and Pf growth 48h 27%.
Screening COc1ccc(NC(=O)CN(C)S(=O)(=O)c2cnc[nH]2)cc1OC returned Cycloheximide cs -2, Shiga inhibitor -5, Pf growth 96h inconclusive, Sm TGR inh 2% and Pf growth 48h -3%.
`Cc1ccc(-c2cc(C(=O)N/N=C/c3c(C)nn(-c4ccccc4)c3C)[nH]n2)cc1` gave Cycloheximide cs 7, Shiga inhibitor 32, Giardia FBPA inh 1%, Pf growth 96h 6.6µM*, Sm TGR inh 3% and Pf growth 48h 12µM*.
For CCOC(=O)/C(C#N)=C1/C=CN(c2ccccc2)C=N1 the results were Cycloheximide cs 4, Shiga inhibitor 49, Giardia FBPA inh -4%, Sm TGR inh 2% and Pf growth 48h 61%[activator].
Screening CCOC(OCC)c1cn(Cc2ccc(C(=O)c3ccccc3)cc2)nn1 returned Cycloheximide cs -4, Shiga inhibitor -10, Giardia FBPA inh 12%, Pf growth 96h inconclusive, Sm TGR inh -1% and Pf growth 48h 16%.
For CC(C)NC(=O)c1ccccc1NC(=O)/C=C/c1cccc([N+](=O)[O-])c1 the results were Cycloheximide cs -5, Shiga inhibitor -11, Giardia FBPA inh 2%, Pf growth 96h 206%[activator], Sm TGR inh -2% and Pf growth 48h -1%.
Cc1onc(-c2ccccc2)c1-c1ccnn1C(=O)NC(C)C was read as Cycloheximide cs -1, Shiga inhibitor 7, Giardia FBPA inh -2%, Pf growth 96h inconclusive, Sm TGR inh 12% and Pf growth 48h 0%.
O=C(NCCCn1ccnc1)C1CC2CCC1C2 (configuration not stated) was read as Cycloheximide cs -3, Shiga inhibitor -10, Giardia FBPA inh -10%, Pf growth 96h -26% and Sm TGR inh -19%.
Screening CCOC(=O)c1c(C)[nH]c(C)c1S(=O)(=O)N(C)CC(=O)Nc1ccccc1OC returned Cycloheximide cs 0, Shiga inhibitor 4, Giardia FBPA inh 3%, Pf growth 96h inconclusive, Sm TGR inh -22% and Pf growth 48h 10µM*.
CCOc1ccc(OCCN2C(=O)NC(Cc3c[nH]c4ccccc34)C2=O)cc1 (configuration not stated) was read as Cycloheximide cs 3, Shiga inhibitor 3, Giardia FBPA inh 0%, Pf growth 96h -53% and Sm TGR inh 7%.
Screening Cc1ccc(C)n1/N=C1/NC(=O)CS1 returned Cycloheximide cs -3, Shiga inhibitor 16, Giardia FBPA inh -13%, Sm TGR inh -34% and Pf growth 48h 10%.
For CCN1CCN(C(c2ccccc2)c2nnnn2Cc2ccc(OC)cc2)CC1 (configuration not stated) the results were Cycloheximide cs -8, Shiga inhibitor -13, Giardia FBPA inh 3%, Pf growth 96h 5.2µM*, Sm TGR inh 44%[activator] and Pf growth 48h 1%.
`CCCn1nc(C(=O)OCC(=O)c2ccc3c(c2)NC(=O)CO3)c2ccccc2c1=O` gave Cycloheximide cs -4, Shiga inhibitor -7, Giardia FBPA inh 0%, Pf growth 96h 15%, Sm TGR inh -22% and Pf growth 48h -6%.

Structures listed so far containing an aryl thioether with sulfur outside any ring, in the order listed:
`Cc1ccc(OCc2nnc(SCC(=O)Nc3ncc(C)s3)o2)cc1` gave Cycloheximide cs 1, Shiga inhibitor 9, Giardia FBPA inh 6%, Pf growth 96h inconclusive, Sm TGR inh 16% and Pf growth 48h 3%.
`CN(C(=O)CSc1nnc(-c2ccc(OC(F)F)cc2)n1N)C1CCS(=O)(=O)C1` (configuration not stated) gave Pf growth 96h 9%, Sm TGR inh 0% and Pf growth 48h 27%.

Going on with the list:
C/C(=N\NC(=O)Cc1ccccc1Cl)c1cccnc1 was read as Cycloheximide cs 25, Shiga inhibitor 18, Pf growth 96h 1.7µM*, Sm TGR inh inconclusive and Pf growth 48h inconclusive.
Screening CNC(=S)NNC(=O)Cc1ccccc1 returned Cycloheximide cs 5, Shiga inhibitor -2, Giardia FBPA inh 0%, Pf growth 96h -3%, Sm TGR inh 34% and Pf growth 48h 4%.
Screening CCC(=O)Nc1nnc(SCc2ccc(F)cc2)s1 returned Cycloheximide cs 0, Shiga inhibitor 32, Giardia FBPA inh 3%, Pf growth 96h -30%, Sm TGR inh 6% and Pf growth 48h -2%.
COc1cccc(N(CC(=O)NC2CC3CCC2C3)S(=O)(=O)c2ccccc2)c1 (configuration not stated) was read as Cycloheximide cs -3, Shiga inhibitor -11, Giardia FBPA inh -1%, Pf growth 96h 11%, Sm TGR inh 5% and Pf growth 48h -23%.
`NC(=O)c1nc(C(=O)N2CCCCC2)c2ccccc2n1` gave Pf growth 96h -16%, Sm TGR inh -2% and Pf growth 48h 24%.
Screening Cc1ccc(CN2CCN(/N=C/c3ccc(C(=O)O)cc3)CC2)cc1 returned Cycloheximide cs 10, Shiga inhibitor 18, Giardia FBPA inh -1%, Pf growth 96h 34%[activator], Sm TGR inh 1% and Pf growth 48h 1%.
CC(NC(=O)CNC(=O)C1O[C@@H]2OC(C)(C)O[C@@H]2[C@H]2OC(C)(C)O[C@@H]12)C(=O)O (some centres not stated) was read as Cycloheximide cs -1, Shiga inhibitor -3, Giardia FBPA inh 1%, Pf growth 96h 39%[activator], Sm TGR inh -2% and Pf growth 48h 12%.
For Cc1cc(C)c(NC(=O)C[C@H](CC(=O)O)c2cccc3ccccc23)c(C(=O)N2CCC3(CCCC3)CC2)c1 the results were Giardia FBPA inh 18%, Pf growth 96h inconclusive and Pf growth 48h inconclusive.
O=C(OCc1c(-c2ccccc2)ncc2ccccc12)c1ccc(Br)cc1 was read as Pf growth 96h inconclusive, Sm TGR inh -7% and Pf growth 48h inconclusive.
Screening O=C(c1ccc(Br)o1)N1CCN(c2ccc3nnc(-c4ccc(F)cc4)n3n2)CC1 returned Cycloheximide cs -3, Shiga inhibitor -1, Giardia FBPA inh -1%, Pf growth 96h 72%[activator], Sm TGR inh -2% and Pf growth 48h inconclusive.
CCCCc1cc(=O)oc2cc(C)cc(OCC(=O)N3C[C@H]4C[C@@H](C3)c3cccc(=O)n3C4)c12 was read as Cycloheximide cs -2, Shiga inhibitor 9, Giardia FBPA inh 1%, Pf growth 96h inconclusive, Sm TGR inh 24% and Pf growth 48h 10µM*.
Screening CCS(=O)(=O)N1Cc2ccccc2CC1C(=O)OCC(=O)N(C(C)C)C(C)C (configuration not stated) returned Cycloheximide cs 3, Shiga inhibitor -15, Giardia FBPA inh 0%, Pf growth 96h 9.3µM*, Sm TGR inh -1% and Pf growth 48h inconclusive.
`CCN(CC(=O)NCc1ccc(Cl)cc1)CC(=O)Nc1ccc(C(N)=O)cc1` gave Cycloheximide cs 4, Shiga inhibitor -7, Giardia FBPA inh -6%, Pf growth 96h inconclusive, Sm TGR inh -14% and Pf growth 48h 1%.
For CSc1cccc(NC(=S)N2CCC(N(C)C3CCCCC3C)CC2)c1 (configuration not stated) the results were Cycloheximide cs 1, Shiga inhibitor 13, Giardia FBPA inh 6%, Pf growth 96h -12%, Sm TGR inh 22µM* and Pf growth 48h -30%.
Screening Cc1ccc(S(=O)(=O)N(C)c2c(C)ccc(S(=O)(=O)N3CCN(C=O)CC3)c2C)cc1 returned Cycloheximide cs -3, Shiga inhibitor 1, Giardia FBPA inh 9%, Pf growth 96h 47%[activator], Sm TGR inh -3% and Pf growth 48h -29%.
For CC(=O)N1c2ccc(S(=O)(=O)NCCC(=O)NCCc3ccc(Cl)cc3)cc2CC1C (configuration not stated) the results were Cycloheximide cs -3, Shiga inhibitor -7, Giardia FBPA inh 2%, Pf growth 96h -18%, Sm TGR inh 5% and Pf growth 48h -6%.
Screening COc1ccc(S(=O)(=O)N2CCCCCC2)cc1NC(=O)Cc1ccccc1 returned Cycloheximide cs -1, Shiga inhibitor -6, Giardia FBPA inh 0%, Pf growth 96h -3%, Sm TGR inh -4% and Pf growth 48h inconclusive.
Screening COc1ccccc1CN1CC(C(=O)NCCC2=CCCCC2)CCC1=O (configuration not stated) returned Cycloheximide cs 17, Shiga inhibitor 2, Pf growth 96h inconclusive, Sm TGR inh -15% and Pf growth 48h 5%.
For COc1ccc(CCNC(=O)c2c(N)n(CCN3CCOCC3)c3nc4ccccc4nc23)cc1OC the results were Cycloheximide cs -5, Shiga inhibitor -3, Giardia FBPA inh 2%, Pf growth 96h 4.7µM*, Sm TGR inh 0% and Pf growth 48h 9.3µM*.
O=C(NC1CCCCC1)C(c1cccnc1)N(C(=O)c1csnn1)c1ccccc1F (configuration not stated) was read as Cycloheximide cs -8, Shiga inhibitor 0, Giardia FBPA inh 8%, Pf growth 96h 2%, Sm TGR inh 3% and Pf growth 48h -9%.
Screening COc1cccc(C(=O)c2c[nH]c(C(=O)NCc3cccnc3)c2)c1 returned Cycloheximide cs 1, Shiga inhibitor 16, Giardia FBPA inh 1%, Pf growth 96h inconclusive, Sm TGR inh 4% and Pf growth 48h -19%.
Screening Cc1ccc(Cl)cc1-n1c(SCC(=O)NCCC2=CCCCC2)nc2n[nH]c(C)c2c1=N returned Cycloheximide cs 1, Shiga inhibitor -5, Giardia FBPA inh 11%, Pf growth 96h inconclusive, Sm TGR inh -15% and Pf growth 48h inconclusive.
For O=c1[nH]c(=S)n(C2CC2)c(O)c1C=NCc1cccnc1 the results were Cycloheximide cs -2, Shiga inhibitor 6, Giardia FBPA inh -1%, Pf growth 96h 12%, Sm TGR inh 12% and Pf growth 48h 1%.
Screening Cc1cccc(NC(=O)C(C)n2cc([N+](=O)[O-])cn2)n1 (configuration not stated) returned Cycloheximide cs -1, Shiga inhibitor 4, Giardia FBPA inh 6%, Pf growth 96h -4%, Sm TGR inh 1% and Pf growth 48h -2%.
Screening O=C(NC1CCCCC1)C1CC=CCC1C(=O)OCC(Cl)=C(Cl)Cl (configuration not stated) returned Cycloheximide cs -3, Shiga inhibitor -12, Giardia FBPA inh 6%, Pf growth 96h inconclusive, Sm TGR inh -20% and Pf growth 48h 10%.
Screening COc1cc2cc(CN(CCc3ccccc3C)C(=S)NCCCN3CCOCC3)c(=O)[nH]c2cc1OC returned Cycloheximide cs -1, Shiga inhibitor -7, Giardia FBPA inh 13%, Pf growth 96h 322%[activator], Sm TGR inh -10% and Pf growth 48h 7.4µM*.
Screening O=C(Nc1cccc(C(F)(F)F)c1)/C(=C/c1ccco1)NC(=O)c1cccs1 returned Cycloheximide cs -2, Shiga inhibitor -16, Giardia FBPA inh -1%, Pf growth 96h 3%, Sm TGR inh -5% and Pf growth 48h -19%.
CCCN1C(=O)c2cc(C(=O)O)ccc2C1O (configuration not stated) was read as Cycloheximide cs -5, Shiga inhibitor 14, Giardia FBPA inh inconclusive, Pf growth 96h -24%, Sm TGR inh 4% and Pf growth 48h 6%.
Screening CC(=Nc1ccc2c(c1)nc(CO)n2C)C1=C(O)CC(C)(C)CC1=O returned Cycloheximide cs 2, Shiga inhibitor 17, Giardia FBPA inh -8%, Pf growth 96h inconclusive, Sm TGR inh 12% and Pf growth 48h 17%.
For CC1(C)CC(=O)C=C(Nc2ccccc2NC(=O)c2cnccn2)C1 the results were Cycloheximide cs -4, Shiga inhibitor -16, Giardia FBPA inh 6%, Pf growth 96h 24% and Sm TGR inh -10%.
